PHOSPHO1 inh – PubChem AID 1565 | recombinant PHOSPHO1, absorbance phosphatase assay | Phosphoethanolamine/phosphocholine phosphatase (Homo sapiens), Q8TCT1 | inhibition, % at 13.3 µM | 290,000 compounds, 1.1% hits; in the data active = inhibition above about 60%
Target sequence (Q8TCT1 whole entry, looked up): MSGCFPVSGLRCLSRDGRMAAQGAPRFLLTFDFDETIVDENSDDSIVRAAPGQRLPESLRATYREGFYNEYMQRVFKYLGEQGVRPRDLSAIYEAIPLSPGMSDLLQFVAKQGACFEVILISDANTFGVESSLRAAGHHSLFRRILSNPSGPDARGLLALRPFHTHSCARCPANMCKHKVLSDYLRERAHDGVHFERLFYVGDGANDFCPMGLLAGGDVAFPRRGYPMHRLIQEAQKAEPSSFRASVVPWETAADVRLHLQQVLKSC
VIM-2 inhibitor – VIM-2 metallo-beta-lactamase inhibitors, primary screen, biochemical, epi-absorbance readout, Pseudomonas aeruginosa enzyme. purified VIM-2, nitrocefin hydrolysis, epi-absorbance fluorescence. 290,000 compounds, 0.89% hits. inhibition, % at 5.6 µM;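 active = inhibition above the mean of all tested compounds plus 3 SD, cutoff set per screening run, cut at about 7.5% in these data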;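 also: red hydrolysis product quenches plate fluorescence so inhibitors raise well fluorescence; 0% = enzyme with DMSO and 100% = DMSO without enzyme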
OXTR agonist – human OXTR agonists, primary screen, fluorescence, CHO-OTR cells, Fluo-8 calcium. 320,000 compounds, 0.32% hits. Oxytocin receptor (Homo sapiens), P30559. AID 2435, 2010. Fluo-8 calcium fluorescence; normalized: DMSO 0%, oxytocin 100%. activation, % at 3 µM;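 active = activation above the mean of all tested compounds plus 3 SD, cutoff set per screening run, cut at about 20% in these data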;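 also: peak over basal fluorescence ratio from a 100 s FLIPR kinetic read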
Target sequence (P30559 whole entry, looked up): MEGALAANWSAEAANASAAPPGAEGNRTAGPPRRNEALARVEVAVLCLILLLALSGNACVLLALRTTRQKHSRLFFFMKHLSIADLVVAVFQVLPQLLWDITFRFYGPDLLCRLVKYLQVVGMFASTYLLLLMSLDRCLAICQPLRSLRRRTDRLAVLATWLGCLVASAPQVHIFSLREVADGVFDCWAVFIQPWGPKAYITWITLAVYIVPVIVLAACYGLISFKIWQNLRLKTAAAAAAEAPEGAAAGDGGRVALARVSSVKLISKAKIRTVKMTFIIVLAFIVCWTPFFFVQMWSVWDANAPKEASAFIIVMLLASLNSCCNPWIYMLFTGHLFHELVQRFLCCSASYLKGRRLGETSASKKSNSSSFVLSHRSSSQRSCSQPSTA
HCV NS3 hel inh – inhibitors of HCV NS3 helicase, primary screen, biochemical, Cy5 molecular beacon fluorescence. Hepatitis C virus NS3 helicase. NS3 helicase DNA unwinding. inhibition, % at 10.9 µM. 290,000 compounds, 0.56% hits;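 active = inhibition above the mean of all tested compounds plus 3 SD, set per campaign, cut at about 35% in these data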;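 also: 0% = DMSO wells and 100% = thioflavine S control wells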
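System: NS3 helicase fragment of HCV / Schedule: 1 h at 25 °C / Control set: DMSO alone as 0% and 110 µM thioflavine S as 100% / Reagent: Cy5/quencher beacon DNA duplex and ATP to start / Technique: Cy5 fluorescence / Replication: singlicate / Evaluation: % inhibition of end-to-start signal ratio versus controls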
IMP-1 inh – IMP-1 metallo-beta-lactamase inhibitors, primary screen, biochemical, epi-absorbance readout, Pseudomonas aeruginosa enzyme | metallo-beta-lactamase IMP-1 (Pseudomonas aeruginosa) | purified IMP-1, nitrocefin hydrolysis, epi-absorbance fluorescence | 290,000 compounds, 0.45% hits | inhibition, % at 5.6 µM | AID 1556, 2009;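 active = inhibition above the mean plus 3 SD of all compounds in the same screening run, cut at about 4.5% in these data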;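 also: 0% = IMP-1 with DMSO and 100% = DMSO wells lacking enzyme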
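System: Purified IMP-1 | Read-out basis: Percent enzyme inhibition | Controls: IMP-1 with DMSO as 0%, enzyme-free DMSO as 100% | Replicates: One well per compound | Doses: 5.6 µM nominal single concentration | Detection: Epi-absorbance fluorescence, 480 nm excitation, 530 nm emission | Incubation: 25 °C, 15 min preincubation, 25 min reaction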
V1R ag counter – agonists of human V1a receptor, primary screen, counter-screen for OXTR agonist project, fluorescence, CHO-V1R cells. 320,000 compounds, 0.25% hits. Vasopressin V1a receptor (Homo sapiens), P37288. activation, % at 3 µM. AID 2797, 2010. Fluo-8 calcium fluorescence, agonist mode; 0% DMSO, 100% 3 nM vasopressin;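 active = activation above the mean activation of all tested compounds plus 3 SD, per screening run, cut at about 20% in these data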;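 also: signal is peak over basal fluorescence ratio across a 100 second FLIPR read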
GPR7 antagonist – GPR7 receptor antagonists, primary screen, cell-based, fluorescence, single concentration. Neuropeptides B/W receptor type 1 (Homo sapiens), P48145. GPR7-expressing cells, fluorescence antagonist assay. inhibition, % at 4.4 µM. 290,000 compounds, 1.1% hits; in the data active = inhibition above about 16%, passing the limit was not always enough;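 also: cells stimulated with the agonist NPW; 0% = agonist with vehicle and 100% = vehicle without agonist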
FID counter – compounds displacing fluorescent DNA intercalator, primary screen, artefact control for HCV NS3 helicase inhibitor project, biochemical, FID fluorescence. DNA fluorescent intercalator displacement. inhibition, % at 7.9 µM. 290,000 compounds, 0.17% hits; in the data active = inhibition above about 37%;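 also: 0% = vehicle and 100% = reference compound; higher means more ethidium bromide displaced from hairpin DNA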
GalR3 antag – GalR3 antagonists in HEK293 cells, primary screen, cell-based, fluorescence readout; HEK293 GalR3-CNG cAMP membrane potential fluorescence; galR3 body fused to GalR1 C-terminus; inhibition, % at 3 µM; 360,000 compounds, 0.44% hits;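 active = inhibition above the screen-wide average plus 3 SD, cut at about 13% in these data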;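 also: forskolin and galanin both at EC90 stimulate the cells; cAMP rise reported by CNG channel membrane potential dye signal; 0% = forskolin plus galanin with DMSO and 100% = forskolin alone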
Target sequence (O60755 1-299 limits assumed): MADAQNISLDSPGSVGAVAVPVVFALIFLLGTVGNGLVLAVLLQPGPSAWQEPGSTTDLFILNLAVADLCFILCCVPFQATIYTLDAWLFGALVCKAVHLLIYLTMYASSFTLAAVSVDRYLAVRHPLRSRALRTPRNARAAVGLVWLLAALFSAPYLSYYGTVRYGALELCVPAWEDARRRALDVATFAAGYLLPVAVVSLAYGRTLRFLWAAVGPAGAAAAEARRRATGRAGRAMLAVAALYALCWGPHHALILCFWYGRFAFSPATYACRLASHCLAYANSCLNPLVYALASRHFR
Active calls of the source: *; · = not tested or not shown.

molecule,PHOSPHO1 inh,VIM-2 inhibitor,OXTR agonist,HCV NS3 hel inh,IMP-1 inh,V1R ag counter,GPR7 antagonist,FID counter,GalR3 antag
CCCS(=O)(=O)N1CCC(C(=O)NCc2ccc3c(c2)OCO3)CC1,14,-1.9,0.2,2,-3.3,-0.1,5,-11,3
Cc1ccc(C(=O)COC(=O)CNC(=O)c2cccs2)cc1,-31,0.2,0.0,-6,0.3,0.2,2,-4,-2
N#CC(C(=O)C12CC3CC(CC(C3)C1)C2)c1nc2ccccc2[nH]1 (stereo unspecified),6,-2.2,-2.7,-1,-4.2,-0.9,-5,-4,-1
CCCCCCCCCCn1c2c(c(=N)c3c1CCC3)CCC2,30,-2.6,1.1,-83,-2.7,1.0,77*,15,28*
O=C(CSc1nnc(-c2ccco2)o1)Nc1ccccc1Cl,0,-2.3,0.2,-3,-5.0,1.0,-5,-4,-3
Cc1ccc(N/C(N)=N/c2nc(C)cc(C)n2)cc1,-5,-2.2,7.1,12,-1.8,6.7,75*,-3,-10
O=C(NCCc1ccc(Cl)cc1)c1ccc(CS(=O)Cc2ccc(Cl)cc2)o1 (stereo unspecified),29,-0.2,1.7,-8,-0.9,4.4,26,-48,0
Cn1c(=O)c2c(ncn2CC(=O)N2CCN(c3ccccc3)CC2)n(C)c1=O,11,-1.6,-1.1,-1,-0.9,-0.5,-14,-6,-3
COc1ccc(-n2nnnc2/C=C\Nc2ccccc2C(=O)c2ccccc2)cc1,10,-5.8,0.3,-2,-1.1,0.3,3,-9,-2
Cc1ccc(C)c(OCC(=O)Nc2ccccc2N2CCCC2)c1,13,-0.8,-0.5,-14,-0.5,-0.4,-15,-14,-2
COCCCNC(=O)c1ccc2c(c1)ncn2-c1ccccc1OC,18,-1.9,1.7,3,-1.4,2.3,-4,-13,-2
CNC(=O)CC1C(=O)N(C)C(=S)N1NC(=O)c1ccc(Cl)cc1 (stereo unspecified),-20,-3.0,-0.7,-7,-4.2,1.0,-12,-6,7
CCOC(=O)C(=CNc1nc(-c2ccc3ccccc3c2)cs1)C(=O)OCC,·,-3.7,0.3,-17,-1.6,0.0,-8,-16,-9
CCn1cc(S(=O)(=O)c2ccc(C)cc2)[nH]c1=O,36,0.7,-0.4,-1,-4.0,-0.6,4,-2,2
COc1ccc(/C(C)=N/NC(=O)c2ccncc2)cc1,20,-0.2,0.5,5,-0.6,0.1,-12,-8,-10
Oc1c(/C=C/C=C/C=Nc2ccccc2)sc(=S)n1Cc1ccccc1,-61,-0.7,2.1,44*,3.5,1.3,-8,-11,-2
O=C(NCC1CCCCC1)c1cccc(S(=O)(=O)NCc2cccnc2)c1,13,-0.8,-1.1,-6,-1.8,-1.1,-3,-10,3
CCCn1c(=N)n(CC(O)c2ccco2)c2ccccc21 (stereo unspecified),-2,-2.0,0.4,3,-1.7,0.1,-1,3,0
CCOc1ccc(Cl)cc1S(=O)(=O)N1CCC(C(=O)N2CCCC2)CC1,56,-0.3,0.0,-3,2.7,-1.0,-20,-37,1
N/C(=N\OS(=O)(=O)c1ccc(Cl)cc1)c1ccncc1,2,-0.7,1.3,8,-4.7,1.2,3,0,-3
CCn1ccnc1CN1CCCCC1C(=O)Nc1ccc(Oc2cccnc2)cc1 (stereo unspecified),46,2.2,0.4,-13,-1.2,0.1,3,11,-4
CCC1Oc2ccc(C)cc2N(CC(=O)N(Cc2cccnc2)Cc2cccc(F)c2)C1=O (stereo unspecified),-54,-2.3,-2.4,0,0.2,0.7,3,-32,-5
CCn1ccnc1C(O)c1cccc(OC)c1OC (stereo unspecified),-7,-0.6,-0.3,-4,-4.3,0.4,-8,0,-3
O=C(/C=C/c1ccc(-c2ccccc2)cc1)NCc1cccnc1,19,-1.2,2.3,9,-0.5,5.0,11,-21,-13
CC(=O)N1CCN(c2ccc([N+](=O)[O-])cc2C#N)CC1,6,-0.4,0.8,8,-3.1,-0.2,-3,6,-6
C=CCN(C(=O)CNC(=O)c1ccco1)C(C(=O)NC1CCCCC1)c1ccc(F)cc1 (stereo unspecified),17,-2.9,-1.7,3,-2.6,-1.1,-8,-26,11
COc1ccc(CNCc2cccc(Cl)c2)cc1,-40,-3.0,2.6,1,-1.3,0.2,2,8,1
Cc1ccc(-c2nnc(Nc3ccc(CC(N)=O)cc3)c3ccccc23)cc1,1,-6.5,-1.5,-5,-2.9,-0.9,-5,-22,0
COC(=O)c1ccc(COc2cccc3c2OC(C)(C)C3)cc1,4,-0.8,-0.4,-7,-4.3,-0.3,-25,-35,-3
CC(C)Sc1nc2c(c(=O)[nH]c(=O)n2C)n1C,11,-1.6,1.2,1,-2.9,0.0,-1,-7,-1
CCCCN1CCNC1=S,25,-1.0,0.0,-3,-1.1,1.1,-5,0,-8
CCCCNC(=O)CCCn1c(=O)c2ccccc2n(CC(=O)NCCC2=CCCCC2)c1=O,-6,1.2,·,5,-2.2,·,-8,-28,5
Cc1ccc(-c2onc(C)c2C)cc1S(=O)(=O)N1CCOc2ccccc21,6,0.0,-0.4,-13,-2.4,2.2,9,-28,-8
CC(Sc1nc2cc([N+](=O)[O-])ccc2n1-c1ccc(F)cc1)C(=O)NCc1ccc2c(c1)OCO2 (stereo unspecified),-25,-1.6,-1.9,-1,-2.3,0.4,1,-4,-8
COc1ccc(C(=O)OCCc2sc[n+](CC(=O)c3ccccc3)c2C)cc1,32,1.2,0.3,-39,-4.3,-0.1,3,8,-15
CCCOc1ccccc1/C=C1\SC(N)=NC1=O,34,-0.1,·,7,-3.6,·,-11,-5,-9
COc1cccc(CNC(=O)CCC2CCCN(c3cc(C)nc(N(C)C)n3)C2)c1 (stereo unspecified),37,-1.6,-0.7,4,-2.9,0.8,16,8,-12
CCOC(=O)CSC1=C(C#N)C(c2ccc(C)o2)CC(=O)N1 (stereo unspecified),-5,0.7,-0.1,3,-3.2,0.8,6,-4,4
COc1ccc(CCN2C(=O)CS/C2=N/NC(=O)c2ccccc2F)cc1OC,3,-1.3,0.1,-10,-0.3,0.9,-2,-14,4
CC(=O)c1ccc(C(=O)N2CCCC(CNC(=O)c3ccccc3Cl)C2)cc1 (stereo unspecified),31,-4.2,0.0,-4,-3.9,0.6,-12,-10,-2
CCN1CCN(c2oc(-c3ccco3)nc2C#N)CC1,13,-3.1,-0.5,6,-5.4,0.0,0,-3,9
CCC(C)C(NC(=O)C1CCC(=O)N1C(=O)OCc1ccccc1)C(=O)NC(Cc1ccccc1)C(N)=O (stereo unspecified),28,0.7,0.9,-3,-0.7,-0.3,1,-37,-5
O=[N+]([O-])c1cccc(OCC(O)CN2CCN(S(=O)(=O)c3cc(Cl)ccc3Cl)CC2)c1 (stereo unspecified),15,-0.6,7.3,6,-0.5,10.0,8,-13,-11
CSCCC(C(=O)N1CC2(C)CC1CC(C)(C)C2)N1C(=O)c2ccccc2C1=O (stereo unspecified),-1,-1.2,-1.3,6,-2.2,-1.6,1,-37,1
COc1ccc(NC(=O)COC(=O)CCc2cc(OC)c(OC)c(OC)c2)c([N+](=O)[O-])c1,10,-6.3,2.9,5,-3.0,6.3,0,-38,-4
Cc1nn(C)c(=O)n1-c1ccc(OCc2ccccc2)cc1,14,-2.0,0.0,5,-4.3,0.5,1,-12,·
Cc1c(NC(=O)CC2NC(=O)NC2=O)c(=O)n(-c2ccccc2)n1C (stereo unspecified),20,-2.9,1.2,6,-2.9,9.6,0,20,·
COc1ccccc1CNC(=O)Cn1cc([N+](=O)[O-])ccc1=O,-12,1.5,0.4,-1,-2.1,0.9,-11,0,-3
CC(C)C(=O)Nc1cccc(C(=O)Nc2ccc(S(=O)(=O)N3CCOCC3)cc2)c1,-2,-0.8,2.1,5,-3.7,1.0,-12,-20,-1
Nc1ccc(Sc2ccccc2CC(=O)O)cc1,-23,-0.1,2.1,18,-2.7,0.7,-6,1,·
Cc1cc2nc(/C=C/c3cccnc3)[nH]c2cc1C,30,-2.6,·,7,-2.1,·,16,6,-5
CC(=O)N1CCc2cc(S(=O)(=O)NCCC(=O)NCCc3ccc(C)cc3)ccc21,-1,-0.6,3.9,-3,-1.7,6.6,1,-15,4

Shown with values under each structure: entries from further up
Every second line gives: PHOSPHO1 inh | VIM-2 inhibitor | OXTR agonist | HCV NS3 hel inh | IMP-1 inh | V1R ag counter | GPR7 antagonist | FID counter | GalR3 antag
> COc1ccccc1CNC(=O)Cn1cc([N+](=O)[O-])ccc1=O
  -12 | 1.5 | 0.4 | -1 | -2.1 | 0.9 | -11 | 0 | -3
> CC(C)C(=O)Nc1cccc(C(=O)Nc2ccc(S(=O)(=O)N3CCOCC3)cc2)c1
  -2 | -0.8 | 2.1 | 5 | -3.7 | 1.0 | -12 | -20 | -1
> Nc1ccc(Sc2ccccc2CC(=O)O)cc1
  -23 | -0.1 | 2.1 | 18 | -2.7 | 0.7 | -6 | 1 | ·

Screens: PubChem, several laboratories
